RXFP1 agonist: agonists of human relaxin receptor RXFP1; Q9HBX9; hit rate 0.3% among 370,000; HEK293T-RXFP1 cAMP TR-FRET, 30 min; response scale: percent of porcine relaxin response, buffer zero; Potency, µM (highest dose often 57.5 µM), without a hit: at the top dose activation, usual class: activators; also: potency is read from the fitted curve at half-maximal effect; % is scaled to controls: 0 for no effect and ±100 for the full control effect; nearly all actives have a fitted effect of over 60% in size; many of its hits are not listed in these tables
Target sequence (Q9HBX9 whole entry, looked up): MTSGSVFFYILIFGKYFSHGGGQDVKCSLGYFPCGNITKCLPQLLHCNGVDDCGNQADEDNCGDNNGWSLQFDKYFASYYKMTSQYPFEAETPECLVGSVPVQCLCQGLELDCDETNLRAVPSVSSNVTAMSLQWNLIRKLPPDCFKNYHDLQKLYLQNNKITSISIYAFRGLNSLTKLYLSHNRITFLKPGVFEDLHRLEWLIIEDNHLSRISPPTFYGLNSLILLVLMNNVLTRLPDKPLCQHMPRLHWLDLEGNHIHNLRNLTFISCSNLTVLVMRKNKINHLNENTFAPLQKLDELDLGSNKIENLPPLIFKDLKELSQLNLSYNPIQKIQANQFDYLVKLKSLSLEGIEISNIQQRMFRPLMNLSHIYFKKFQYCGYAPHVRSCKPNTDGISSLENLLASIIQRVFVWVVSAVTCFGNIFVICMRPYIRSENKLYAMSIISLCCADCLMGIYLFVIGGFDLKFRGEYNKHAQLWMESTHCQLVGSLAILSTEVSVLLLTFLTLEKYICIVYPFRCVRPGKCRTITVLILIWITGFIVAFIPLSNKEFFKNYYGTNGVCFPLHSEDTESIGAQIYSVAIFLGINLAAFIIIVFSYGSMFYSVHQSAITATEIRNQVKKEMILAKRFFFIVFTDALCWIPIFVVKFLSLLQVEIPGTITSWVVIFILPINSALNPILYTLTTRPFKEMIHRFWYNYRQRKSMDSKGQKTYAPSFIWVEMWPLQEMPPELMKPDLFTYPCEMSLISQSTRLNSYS
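Agonist response is measured as cAMP accumulation in an RXFP1-transfected HEK293T line under PDE4 inhibition. Values are scaled between buffer-only and 29 nM porcine relaxin, and EC50s come from standard Hill equation fits.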
D1 agonist: activates the human D1 dopamine receptor. activation, % at 2 µM. AID 504660. HEK293 T-REx D1 cells, calcium flux, agonist mode. hit rate 1% among 360,000. P21728; in the data active = activation above about 30%; also: 0% is about no effect
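Tetracycline-induced HEK293 TREx D1 cells, force-coupled to calcium signalling, were dye-loaded with a no-wash calcium kit. Compound was pin-added after a 10 s baseline. Fluorescence was read kinetically at 1 cycle/s for 180 s, with calcium rises flagged as agonism.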
D1 antag: antagonists of human D1 dopamine receptor; P21728; HEK293 TREx D1 cells, calcium flux, dopamine EC80; hits give low values; activity change, negative = inhibition, % at 10 µM; hit rate 3.2% among 360,000; AID 504652; in the data active = activity change below about -30%; also: % is scaled to controls: 0 for no effect and ±100 for the full control effect
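Antagonism measured as reduced calcium response to an EC80 dopamine addition following 180 s compound pre-read; cells were inducible HEK293 Trex D1 plated overnight at 30 C, read kinetically at 1 cycle/sec.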
D2 potentiator: positively modulates the human D2 dopamine receptor allosterically; hit rate 0.34% among 340,000; P14416; HEK293 T-REx D2, calcium flux, EC20 dopamine potentiation; potentiation, % at 10 µM; AID 485347;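 active = potentiation over 3 SD above the plate norm, cut at about 30% in these data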; also: 0% is about no effect
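Potentiation of an EC20 dopamine calcium response measured kinetically over 180 s, after a preceding 180 s compound-only read flagging agonists. Cells: inducible Hek293 Trex D2 line, 4000/well, cultured overnight at 30 C before dye loading.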
RXFP1 antagonist: blocks the human relaxin receptor RXFP1 | HEK293-RXFP1, relaxin-stimulated cAMP HTRF, 30 min; hits give low values | activity change, negative = inhibition, % at 57.5 µM | hit rate 0.59% among 350,000 | Q9HBX9;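 active = activity change of -60% or lower, but not beyond a set lower limit; inconclusive = change between -60% and -40%, or beyond the set limit; inactive = change above -40%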; also: % is scaled to controls: 0 for no effect and ±100 for the full control effect
D1 PAM: human D1 dopamine receptor positive modulation; hit rate 0.036% among 360,000; HEK293 TREx D1 cells, calcium flux, dopamine EC20 potentiation; potentiation, % at 10 µM; in the data active = potentiation above about 30%; also: 0% is about no effect
Vif-APOBEC3F blk: Vif-A3F binding inhibition | HeLa A3F-eYFP + Vif (tagged APOBEC3F with the HIV-1 protein that degrades it), YFP fluorescence increase | Potency, µM (highest dose often 46.1 µM), for inactives: at the highest dose activity, negative = active | hit rate 0.2% among 390,000; also: potency is read from the fitted curve at half-maximal effect; % of control where 0% means no effect; nearly all actives have a fitted effect of over 65% in size
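Fluorescence increase (Ex 488/Em 500-530) after overnight compound treatment at 37 deg C flags inhibition of Vif-driven A3F-eYFP loss in stable HeLa A3F-eYFP/Vif cells seeded overnight beforehand.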
Glioma ERSR ind: induces the endoplasmic reticulum stress response in human glioma cells; U87-MG GRP78 promoter luciferase reporter, 16 h; hit rate 0.02% among 420,000; Potency, µM, for the others: top-dose activation, usual class: activators; also: potency is read from the fitted curve at half-maximal effect; series mostly up to about 76 µM; % of control where 0% means no effect; nearly all actives have a fitted effect of over 35% in size
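Stably transfected U87-MG human glioma cells carrying a GRP78-based luminescent sensor were seeded at 1000 cells/well, pin-dosed with compounds and incubated 16 h. Luciferase reagent was then added, and end-point luminescence was read after 10 min at room temperature.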
Vif-APOBEC3G blk: inhibitors of Vif-APOBEC3G interaction; HeLa A3G-eYFP + Vif (tagged APOBEC3G with the HIV-1 protein that degrades it), YFP fluorescence, overnight; hit rate 0.076% among 410,000; Potency, µM (series often up to 46.1 µM), for inactives: top-dose activity, negative = active, usual class: inhibitors; Q9HC16; AID 602310;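 also: potency is read from the fitted curve at half-maximal effect; % is scaled to controls: 0 for no effect and ±100 for the full control effect; nearly all actives have a fitted effect of over 60% in size; hits raise eYFP signal because A3G escapes Vif-driven loss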
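HeLa cells stably expressing Vif and C-terminally eYFP-tagged A3G, seeded overnight at 37 deg C, then exposed to compound by pintool overnight at 37 deg C. Rise in yellow fluorescence (Ex 488/Em 500-530, Acumen) marks blocked Vif-driven A3G degradation.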
Numbers without * were called inactive; ? = inconclusive; . = not tested or not shown; & = joins results of further samples. Unless noted, calls follow the shape of the dose curve; as a rule, active = well fitted curve in the direction sought with a large enough effect; inconclusive = small, poorly fitted or top-dose-only effect, or another doubt; inactive = no such curve, though single readings can be large; an effect the other way counts as inactive or inconclusive. The list is partial, so the mix of outcomes need not match the whole.

SMILES	RXFP1 agonist	D1 agonist	D1 antag	D2 potentiator	RXFP1 antagonist	D1 PAM	Vif-APOBEC3F blk	Glioma ERSR ind	Vif-APOBEC3G blk
COc1cccc(-n2c(C)nn(CCOc3ccccc3)c2=O)c1	1.0%	-1.4	.	1.3	-6.1	-0.2	10.1%	6.6%	1.7%
COc1ccc(C)cc1NC(=O)c1cnc2sccn2c1=O	16.7%	2.1	-7.7	2.2	.	-2.8	.	.	.
CCCC(CCC(=O)Nc1ccc(C(=O)OCC)cc1)C(=O)O (stereo not given)	-0.4%	4.1	47.8	-19.5	-5.5	-6.0	-0.4%	-2.1%	-1.3%
Cc1cccc(N2C(=O)C3C4C=CC(CC4)C3C2=O)c1 (stereo not given)	1.6%	4.1	-4.6	20.7	5.2	-5.4	-1.4%	-5.2%	-0.2%
CCOCCCNC(=O)C(c1ccc(OC)cc1)N(Cc1ccc2c(c1)OCO2)C(=O)c1cnccn1 (stereo not given)	-3.2%	5.0	-4.4	8.4	-12.6	-0.8	6.9%	-3.2%	0.9%
Cn1c(NC(=O)CCC2CCCCC2)cc(=O)n(C)c1=O	2.6%	0.6	-16.1	-2.5	.	-3.4	1.7%	2.8%	-4.5%
Cc1ccc(NC(=O)Cc2nnc(SCC(=O)NC3CCCC3)n2C)cc1	1.6%	0.6	-16.3	-13.5	-15.5	-2.4	-10.3%	-3.6%	-0.1%
Clc1ccc(-n2ncc3c(NCC4CCCO4)ncnc32)cc1 (stereo not given)	6.3%	2.8	9.9	7.1	.	-0.7	-3.0%	-7.3%	-25.8%
Cc1ccc(C(CC(=O)N2CCCC2)c2ccccc2)c(O)c1C (stereo not given)	0.8%	0.5	42.7	.	3.3	-0.6	4.9%	-5.5%	-3.4%
CCc1ccccc1NS(=O)(=O)c1ccc2[nH]cc(C(=O)NC3CCCC3)c(=O)c2c1	6.7%&-1.2%	3.1&2.6	17.1&-0.5	3.2&17.5	-2.0	-3.4&-4.7	1.4%&3.2%	-4.4%&-3.2%	-6.6%&-20.2%
O=C1CCC(=O)N1c1ccc(CSc2nc3ccccc3[nH]2)cc1	2.0%	4.5	-13.2	14.6	6.7	-2.5	7.5%	1.8%	-2.4%
CCOC(=O)CN(C)C(=O)CCc1nnc(-c2ccc(-c3ccccc3)cc2)o1	0.9%	16.2	-29.9	-7.6	-5.7	-3.1	-28.9%	-9.3%	-7.3%
CN(C)c1ccc(/C=C/C(=O)c2ccc3c(c2)OCO3)cc1	3.9%	455.1*	4.5	-16.5	2.8	-0.9	?	-0.2%	?
CCN(C(=O)CN(C)S(=O)(=O)c1ccc2c(c1)c(=O)n(C)c(=O)n2C)c1ccc(OC)cc1	27.6%	-0.3	-5.4	-0.9	.	-1.9	-5.4%	-2.3%	1.2%
O=C(CCn1c(=O)[nH]c2ccsc2c1=O)NCCc1ccc(Cl)cc1	2.5%	0.8	11.7	0.4	-13.3	-0.6	-10.5%	-0.3%	1.3%
COc1ccccc1-n1c(SCC(=O)NC(C)(C)C)nc(O)cc1=O	-1.1%	6.0	-7.7	0.3	5.4	0.1	0.9%	-2.2%	-1.9%
CCOC(=O)c1c(NC(=O)CSc2nnc(-c3cccnc3)o2)sc(C(C)=O)c1C	9.0%	1.5	-34.7*	-1.8	5.0	4.7	-2.3%	-5.5%	-1.1%
CC1CCCC(C)N1C(=O)CSc1nnnn1Cc1ccccc1 (stereo not given)	2.7%	0.8	-6.3	-9.0	10.8	0.2	.	-3.5%	-2.2%
Cc1ccccc1C(=O)c1c[nH]c(C(=O)N2CCN(c3ccccc3F)CC2)c1	0.6%	0.5	-17.0	14.8	-21.0	-3.5	-0.8%	-1.2%	-6.9%
COc1cc(SC)ccc1C(=O)OC(C)C(=O)NC1CCCC1 (stereo not given)	0.9%	4.9	11.4	22.1	-22.3	-1.8	3.0%	-2.0%	-0.9%
COc1cc(-n2c(=O)c3ccccc3n(Cc3ccccc3)c2=O)cc(OC)c1OC	-1.3%	2.6	6.8	2.5	-0.5	-3.4	0.6%	-5.7%	-0.1%
Cc1ccc(S(=O)(=O)c2cn(CC(=O)Nc3ccc4c(c3)OCO4)c3ccc(F)cc3c2=O)cc1	1.2%	3.1	5.5	-19.9	.	-1.8	-10.4%	0.2%	-5.5%
CC(=O)c1ccc(OCC(O)CN2CCOCC2)cc1 (stereo not given)	0.4%	0.7	-35.1*	-12.1	2.5	-3.3	-3.6%	-3.9%	-2.3%
C[C@@H]1CCCCO[C@@H](CN(C)C(=O)Nc2ccccc2)[C@@H](C)CN([C@H](C)CO)C(=O)c2cc(N(C)C)ccc2O1	.	.	.	.	4.5	.	2.1%	-4.8%	-4.8%
Cc1cc(C)cc(-n2ncc3c2CCCC3NC(=O)c2cc(C)[nH]n2)c1 (stereo not given)	-1.6%	4.8	8.3	13.9	-19.6	2.2	-4.0%	-8.4%	-3.5%
O=C(CSc1n[nH]c(=O)[nH]c1=O)Nc1ccc(C(=O)O)cc1	0.0%	1.4	-19.0	0.2	7.5	-3.2	-32.7%	-2.3%	1.5%
CCCc1ccc2oc(C(=O)N3CCN(CC(=O)NC(C)C)CC3)c(C)c2c1	1.9%	4.1	-26.4	18.9	0.2	0.3	-3.3%	4.8%	0.7%
COc1cc(-c2nn3c(Cc4ccccc4)nnc3s2)cc(OC)c1OC	4.6%	2.5	15.0	7.1	-9.7	0.7	-1.7%	0.0%	-9.1%
Cc1ccc(C)c(NC(=O)CCNS(=O)(=O)c2ccc3c(c2)CCCC(=O)N3)c1	-0.6%	-0.3	1.2	3.6	.	-3.0	-1.7%	-3.2%	1.6%
Cc1occc1-c1nnc(SCC(=O)NCCc2ccccc2)o1	1.0%	1.6	-3.4	22.3	11.9	4.9	-10.7%	0.2%	0.3%
Cc1cc(/C=C(/C#N)C(=O)O)c(C)n1CCC(C)C	-0.3%	1.2	-0.7	4.8	4.4	-0.1	0.6%	-0.2%	-0.9%
COc1cccc(NC(=O)c2cc3ccccc3cc2OC)c1	1.0%	0.9	-9.1	-1.7	9.6	-4.8	0.6%	3.5%	0.0%
O=C(O)C1C2C=CC(C2)C1C(=O)NCCCN1CCCC1=O (stereo not given)	1.2%	3.1	-4.3	-3.2	10.0	0.5	0.8%	-4.8%	0.3%
O=c1[nH]c2ccc(Br)cc2o1	.	.	.	.	8.7	.	10.7%	0.4%	0.1%
N#CC1(NC(=O)COC(=O)c2cc([N+](=O)[O-])ccc2N2CCOCC2)CCCCC1	1.0%	-0.5	-14.5	0.4	4.1	-3.0	7.4%	-0.1%	-2.6%
Cc1ccc(S(=O)(=O)N(C)c2ccc(C(=O)NCc3ccccc3F)cc2)cc1	2.5%	9.4	0.7	-6.4	12.5	-6.7	-0.1%	-2.5%	-1.0%
COC(=O)c1ccccc1NC(=O)c1noc2c1CCCC2	1.3%	1.0	1.6	11.8	-5.1	-1.2	-4.1%	?	-0.2%
Cc1ccc(C(=O)/C=C/C(=O)c2ccc(C)cc2)cc1	-1.6%	6.1	-24.7	11.5	-66.5*	-6.1	-8.4%	2.6%	-10.9%
Cc1ccccc1NC(=O)C1C2C=CC(C3CC23)C1C(=O)O (stereo not given)	1.6%	1.0	-4.6	-7.1	12.6	1.5	8.7%	-5.4%	0.9%
O=C(NC1CC1)c1ccc(CN(c2ccccc2)S(=O)(=O)c2ccccc2)cc1	1.1%	3.1	.	-5.5	7.6	-4.9	4.1%	-5.5%	-9.0%
CCn1c(SCC(=O)C(C)(C)C)nnc1-c1ccccn1	2.7%	3.6	-6.0	-2.3	-5.4	-4.0	-5.8%	-2.1%	-0.7%
COc1ccc(NC(=O)CN(C)C(=O)CC2CCCC2)cc1	-1.0%	1.8	3.5	-0.4	-74.4*	-1.1	9.4%	1.4%	1.4%
Clc1ccc(-c2nnc(CCc3ccccc3)o2)c(Cl)c1	1.3%	1.7	1.8	11.6	-7.7	-5.0	12.1%	7.6%	-6.9%
O=C(c1cc2c(=O)n3ccccc3nc2s1)N1CCN(Cc2ccccc2)CC1	9.0%	3.6	-6.3	17.0	0.6	0.9	-1.3%	-5.9%	0.8%
Cc1ccc(NC(=O)CSc2nc(C)c(C)c(C)n2)cc1S(=O)(=O)N1CCOCC1	.	.	.	.	-12.2	.	7.4%	0.9%	-0.4%
COc1ccc(N2CCN(C(=O)CCNS(=O)(=O)c3ccc4c(c3)CCC(=O)N4)CC2)cc1	2.1%	-1.6	-0.4	15.1	6.7	-5.5	-5.3%	0.1%	0.7%
Cc1cc(C(=O)NCCc2ccccc2)c2cc(F)ccc2n1	0.2%	0.4	-20.9	-2.1	-6.9	-4.7	5.7%	0.1%	-4.4%
COc1ccc(C(c2c(NC(C)=O)sc3c2CCCC3)N2CCN(CCO)CC2)cc1OC (stereo not given)	-0.5%	6.0	-11.2	-2.3	.	1.8	1.2%	-0.9%	1.4%
Cc1cc(Br)ccc1SCC(=O)OCC(=O)NCc1ccc2c(c1)OCO2	0.4%	2.0	-1.0	-3.5	-4.2	-7.5	-10.1%	12.8%	5.4%
CCN(CC)CCn1c(=N)n(CC(O)c2ccco2)c2ccccc21 (stereo not given)	0.3%	4.5	11.5	5.6	11.5	-3.6	-5.6%	-4.1%	1.4%
